MCF10A rerep: DNA re-replication induction in MCF 10a cells; 2.9% of 350,000 active; Potency, µM (doses to about 46.1 µM), without a hit: at the top dose activity, positive = re-replication, hits mostly activators; AID 624296; MCF 10A DNA re-replication, Hoechst nuclear intensity, 48 h; also: % of control where 0% means no effect; nearly all actives have a fitted effect of over 50% in size
EPAC2 antag: antagonists of human EPAC2 | 0.18% of 360,000 active | EPAC2 GEF exchange of Rap1B-BODIPY-GDP, fluorescence | AID 720708 | Potency, µM (top dose mostly 114 µM), for the others: at the highest dose activity, negative = inhibition, actives largely listed as inhibitors; also: % is scaled to controls: 0 for no effect and ±100 for the full control effect; nearly all actives have a fitted effect of over 45% in size; many of its hits are not listed in these tables
Target sequence (Q8WZA2 whole entry, looked up): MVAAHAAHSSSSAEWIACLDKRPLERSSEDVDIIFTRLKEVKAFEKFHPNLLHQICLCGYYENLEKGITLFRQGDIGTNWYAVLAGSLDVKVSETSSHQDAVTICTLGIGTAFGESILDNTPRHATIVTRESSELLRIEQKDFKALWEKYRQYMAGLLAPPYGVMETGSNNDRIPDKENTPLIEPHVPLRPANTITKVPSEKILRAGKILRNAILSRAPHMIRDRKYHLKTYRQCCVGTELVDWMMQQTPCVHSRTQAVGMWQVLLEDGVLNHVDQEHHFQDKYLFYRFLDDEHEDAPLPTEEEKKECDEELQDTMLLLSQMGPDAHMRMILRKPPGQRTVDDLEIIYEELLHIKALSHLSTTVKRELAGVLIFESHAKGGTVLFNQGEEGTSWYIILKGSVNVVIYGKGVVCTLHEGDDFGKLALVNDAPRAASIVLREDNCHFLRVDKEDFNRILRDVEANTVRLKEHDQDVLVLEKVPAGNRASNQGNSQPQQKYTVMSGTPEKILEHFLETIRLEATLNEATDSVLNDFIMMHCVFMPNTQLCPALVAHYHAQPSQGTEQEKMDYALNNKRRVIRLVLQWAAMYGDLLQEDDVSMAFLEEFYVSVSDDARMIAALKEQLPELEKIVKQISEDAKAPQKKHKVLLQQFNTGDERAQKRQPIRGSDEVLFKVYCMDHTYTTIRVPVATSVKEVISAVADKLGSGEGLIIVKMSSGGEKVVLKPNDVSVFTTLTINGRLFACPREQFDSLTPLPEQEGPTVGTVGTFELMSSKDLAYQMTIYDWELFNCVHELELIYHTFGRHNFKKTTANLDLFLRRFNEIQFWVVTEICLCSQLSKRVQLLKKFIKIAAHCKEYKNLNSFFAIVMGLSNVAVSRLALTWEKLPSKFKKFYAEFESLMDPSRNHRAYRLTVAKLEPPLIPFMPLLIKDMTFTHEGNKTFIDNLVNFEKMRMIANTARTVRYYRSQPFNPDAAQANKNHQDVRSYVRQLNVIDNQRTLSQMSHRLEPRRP
A549 tox: A549 cytotoxicity, counter-screen for Nrf2 inhibitors. A549 ARE-Fluc cells, CellTiter-Fluor viability, 18-24 h. Potency, µM (doses to about 46 µM), for inactives: top-dose activity change, negative = cytotoxicity, usual class: inhibitors. 0.16% of 390,000 active; also: % is scaled to controls: 0 for no effect and ±100 for the full control effect
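A549 ARE_Fluc cells in 5% FBS OPTI-MEM were exposed to compounds in concentration-response for 18-24 h at 37 deg C. Viability was read by CellTiter-Fluor fluorescence (Ex 405/Em 525) after 30 min, before the luciferase read.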
TGFb inhibitor: inhibitors of TGF-b signaling; HepG2 CAGA-GFP TGF-b/SMAD3 reporter, GFP fluorescence, 18 h; TGF-beta stimulated, 500 pg/mL final; Potency, µM (series often up to 46.1 µM), inactives show at the top dose activity, negative = inhibition, usual class: inhibitors; 1.2% of 410,000 active; AID 588855; also: % is scaled to controls: 0 for no effect and ±100 for the full control effect; nearly all actives have a fitted effect of over 65% in size
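HEPG2 CAGA-GFP, 1000 cells/well; 2 h settle, 37 C; cpd via pin tool; TGF-b 500 pg/mL final; 18 h, 37 C; GFP imaging ex488/em500-530; %Activity normalised to -TGF-b and +DMSO controls; CRC fit, curve class.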
Nrf2 ARE act: Nrf2 pathway activation; 0.31% of 410,000 active; Potency, µM (series often up to 46.1 µM), for inactives: top-dose activation, actives largely listed as activators; AREc32 ARE-luciferase reporter (MCF7-derived line), luminescence, 24 h; AID 624171; also: % of control where 0% means no effect; nearly all actives have a fitted effect of over 65% in size
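Nrf2 activation is followed as ARE-luciferase induction in the AREc32 line after one day of compound treatment; luminescence is read with Steady-Glo.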
HepG2 tox: kills HepG2 cells in TGF-b inhibitor counter-screen | Potency, µM (top dose mostly 46.1 µM), for the others: top-dose activity change, negative = cytotoxicity, hits mostly cytotoxic | 0.76% of 410,000 active | HepG2 CAGA-GFP viability, ATP luminescence, 18 h | AID 588856; also: some results filed as inactive show a strong effect at the top dose
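CellTiter-Glo luminescence gave cytotoxicity after 18 hours at 37 degrees C. The cells were HepG2 CAGA-GFP in 1% FBS DMEM, stimulated with 500 pg/mL TGF-beta after compound addition. %Activity was normalised to no-cell wells (complete cell-killing) and DMSO (no toxicity), and curves were fitted and classified.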
ATXN2 expr inh: inhibitors of ATXN2 expression; HEK-293 ATXN2-luciferase reporter, luminescence, 24 h; Potency, µM (highest dose often 57 µM), inactives show top-dose activity change, negative = inhibition, usual class: inhibitors; 0.72% of 360,000 active; AID 1745845; also: % is scaled to controls: 0 for no effect and ±100 for the full control effect; nearly all actives have a fitted effect of over 55% in size
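qHTS (up to 57 uM final) was run with 24 h compound exposure of reporter cells at 37 °C. Each well was multiplexed: SteadyGlo luminescence measured ATXN2-luciferase expression after a fluorogenic Gly-Phe-AFC viability readout (25 uM final).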
Nrf2 inh: Nrf2 pathway inhibition. A549 ARE-Fluc reporter, luciferase luminescence, 18-24 h. Potency, µM (top dose mostly 46 µM), inactives show at the highest dose activity change, negative = inhibition, most hits filed as inhibitors. 2.1% of 360,000 active; also: % is scaled to controls: 0 for no effect and ±100 for the full control effect; nearly all actives have a fitted effect of over 60% in size
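Nrf2 function is reported as luminescence of an ARE-controlled luciferase in A549 cells. Compounds were tested at several concentrations, and a CellTiter-Fluor read on the same wells flagged cytotoxicity.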
S2 tox: cell viability loss in ATXN counter-screen. 0.49% of 400,000 active. S2 cells (HEK-293 line with an ATXN2-luciferase reporter) viability, CellTiter-Fluor protease fluorescence, 24 h. Potency, µM (highest dose often 56.7 µM), most hits filed as cytotoxic; also: nearly all actives have a fitted effect of over 40% in size
* hit, by the source's call; i = inactive; ? = inconclusive; nt = not tested or not shown; [ ] = dose if it differs, or a comment. Calls follow the shape of the dose curve; as a rule, active = well fitted curve in the direction sought with a large enough effect; inconclusive = small, poorly fitted or top-dose-only effect, or another doubt; inactive = no such curve, though single readings can be large; an effect the other way counts as inactive or inconclusive. Potency is read from the fitted curve at half-maximal effect.

SMILES | MCF10A rerep | EPAC2 antag | A549 tox | TGFb inhibitor | Nrf2 ARE act | HepG2 tox | ATXN2 expr inh | Nrf2 inh | S2 tox
CCOC(=O)c1sc(NC(=O)CN2CCN(c3ccccc3)CC2)nc1C | ? | -11% | 1% | 10% | 0.3% | -1% | 0% | 2% | i
COc1ccccc1C(=O)N/N=C(\C)c1ccc(NC(=O)Cc2ccccc2)cc1 | 10% | 1% | -9% | 2% | -0.3% | 0% | -9% | 8% | i
COc1ccc(Br)cc1C(=O)NC(=S)Nc1ccc(Cl)c(C(=O)O)c1 | 15% | ? | 8% | -6% | ? | -19% | 1% | 6% | i
COc1ccc(N2CCN(CCCNC(=O)c3ccc4nc(CCc5ccccc5)oc4c3)CC2)cc1 | nt | nt | ? | -14% | 6.9% | -16% | nt | nt | nt
O=C(Nc1ccc(N2CCOCC2)cc1)c1ccc2c(c1)OCO2 | -15% | -5% | -6% | 15% | 0.3% | 1% | 13%[11.3 µM] | ? | ?
COc1ccccc1-n1cc(C(=O)c2cc(Cl)ccc2O)cc(C#N)c1=O | -2% | 1% | -16% | 21% | -0.4% | 7% | -2%[11.3 µM] | -19% | i
CNc1ccccc1C(C)(C)c1cc(-c2cccc(Br)c2)no1 | 15µM* | -4% | -22% | -25% | 5.1% | -22% | -32% | ? | i
Cc1cccc(N2CCN(C(=O)CN3C(=O)COc4ccc(S(=O)(=O)N5CCCC5)cc43)CC2)c1C | nt | nt | 0% | 1% | -1.2% | 4% | 5% | -1% | i
CN(C)C(=O)N=NC(=O)N(C)C | -20% | -15% | 1% | -21% | 0.1% | -5% | 3% | 5% | i
COc1ccccc1C(=O)NCC(=O)OCC(=O)N1CC(C)OC(C)C1 (configuration not stated) | -5% | 11% | 8% | -3% | -0.9% | 3% | 0% | 6% | i
CC(=O)c1ccccc1C(=O)NCc1cccnc1 | -1% | 8% | 1% | 1% | -0.3% | 14% | 1% | 16% | i
COc1cccc(N2CCN(C(=S)NCCc3ccccc3)CC2)c1 | 22% | -2% | -5% | 1% | 0.0% | -21% | 0% | -6% | i
Cc1ccc2c(c1)N(C(=O)N1CCC(C(=O)NCc3ccccc3F)CC1)CC(C)O2 (configuration not stated) | nt | nt | 5% | 13µM* | 2.6% | -48% | nt | ? | nt
CCCC(=O)Nc1cccc(-c2nc3ccccc3c(=O)o2)c1 | 4% | 5% | 2% | 13% | -0.6% | 7% | -19% | 1% | ?
CCc1ccccc1NC(=O)C1COc2ccccc2C1 (configuration not stated) | nt | nt | 12% | -1% | 4.0% | 5% | -4% | nt | i
CN1OC[C@@H]2CN(C(=S)Nc3ccc(C#N)cc3)[C@H](c3ccc(N4CCCCC4)cc3)C[C@@H]21 | nt | 1% | nt | -12% | -0.7% | -25% | 9% | nt | i
N#C/C(=C\c1ccc(OCc2ccc(Br)cc2)cc1)C(=O)Nc1cccc(C(=O)O)c1 | ? | 9% | -8% | -25% | 2.9% | -30% | 44%[activator] | 1% | ?
Cc1ccc(S(=O)(=O)N2CCN(C(=O)CSc3nnc(C)c(=O)[nH]3)CC2)cc1 | -1% | 7% | 9% | 13% | -1.7% | 4% | -10% | 8% | i
NC(=O)CC(NC(=O)Cc1ccc(Br)cc1)c1ccc(NCCc2ccc(F)cc2)c([N+](=O)[O-])c1 (configuration not stated) | 1% | 5% | -16% | 5% | 3.7% | 9% | -5% | 4% | i
O=C(NCCC1=CCCCC1)C1CC(=O)N(C2CCCCCC2)C1 (configuration not stated) | ? | 9% | -2% | -24% | -0.7% | 4% | 3% | 8% | i
CCOC(=O)c1noc2nc(C)n(CC(=O)Nc3cc(Cl)ccc3OC)c(=O)c12 | nt | nt | 3% | 5% | 1.6% | 0% | -3% | nt | i
O=C(CCc1nc2cccnc2n1-c1ccccc1)Nc1ccc(Cl)c(Cl)c1 | nt | nt | 1% | -1% | 0.6% | -26% | ? | ? | ?
Cc1ccc(NS(=O)(=O)c2c(C)nc3sccn3c2=O)c(Cl)c1 | nt | nt | 5% | -5% | -1.1% | 3% | 1% | ? | i
CC(=O)c1cc2c(cc1NC(=O)CN1CCOCC1)OCO2 | -5% | 2% | 0%[1.84 µM] | 2% | -0.3% | -30% | -4% | 9% | i
CCn1cc(C(=O)N2CCN(c3cc(Cl)ccc3C)CC2)c(=O)c2cc(S(=O)(=O)N3CCCC3)ccc21 | nt | nt | 6% | -8% | 0.5% | -8% | 0% | -11% | i
CC(=O)NC1=NN(C(C)=O)C2(CCCC2)S1 | -1% | 17% | -5% | -5% | -0.4% | 14% | -15% | -20% | i
Cc1c(CC(=O)O)c(=O)oc2cc(OCc3ccc(Br)cc3)ccc12 | 5% | -6% | 3% | 10% | -0.3% | 1% | -1% | 13% | i
NC(N)=NCCC[C@H](NC(=O)OCc1ccccc1)C(=O)O | -18% | -6% | -3% | -14% | 0.3% | 2% | 1% | 1% | i
CC(C)CC(C(=O)O)C(C)CC(=O)Nc1ccn(-c2ccccc2)n1 (configuration not stated) | 1% | 9% | -5% | 2% | -0.8% | -2% | 0% | ? | i
CC(C)Oc1ccc(C(=O)NCC(c2ccc(N(C)C)cc2)N2CCc3ccccc32)cc1 (configuration not stated) | nt | nt | -11% | -10% | 11% | -26% | nt | nt | nt
CCCn1c(SCC(=O)NCc2ccccc2)nnc1-c1ccncc1 | 9% | 1% | 6% | -1% | -0.3% | -4% | -1% | 7% | i
CCc1ccc(NC(=O)CCNS(=O)(=O)c2ccc3c(c2)CCCC(=O)N3)cc1 | nt | nt | 9% | 3% | -0.8% | -27% | 2% | 4% | i
CCC(C(=O)NCc1ccccc1OC)n1nc(C)n2c(cc3sccc32)c1=O (configuration not stated) | nt | nt | 2% | ? | -0.9% | -26% | nt | 0% | nt
CCCn1cc(S(=O)(=O)c2ccc(C)c(C)c2)c(=O)c2cc(F)c(N3CCC(C)CC3)cc21 | nt | nt | 0% | -22% | 0.5% | 6% | nt | 3% | nt
O=C(Oc1c(Cl)cc(Cl)c2cccnc12)N1CCCCC1 | 5% | -1% | -20% | -4% | 3.1% | -28% | 8% | 1% | i
COC(=O)c1ccc(NC(=O)N2CCCC(C(=O)c3ccccc3OC)C2)cc1 (configuration not stated) | -2% | -10% | -24% | -27% | -0.6% | 0% | nt | ? | i
Cc1ccc2sc(N(CCCN(C)C)C(=O)c3nc4ccccc4s3)nc2c1C | 5% | ? | -2% | ? | 1.7% | -137% | -19% | -17% | i
CCOC(=O)C1CCN(C(=O)COC(=O)C2CCN(S(=O)(=O)c3ccc(C)c(C)c3)CC2)CC1 | 1% | -4% | 6% | 0% | -0.4% | -28% | 2% | 0% | i
Cc1nnc(SC(C)C(=O)Nc2ccc(N3CCOCC3)cc2)n1Cc1ccccc1 (configuration not stated) | ? | -2% | -7% | 32%[activator] | 0.3% | 5% | -3% | 5% | i
CCN1CCN(c2nnc(-c3ccc(F)cc3)c3ccccc23)CC1 | ? | ? | 1% | 14% | 6.7% | -22% | -30% | 10% | i

An excerpt from above with just ATXN2 expr inh, Nrf2 inh and Nrf2 ARE act.
smiles,ATXN2 expr inh,Nrf2 inh,Nrf2 ARE act
COC(=O)c1ccc(NC(=O)N2CCCC(C(=O)c3ccccc3OC)C2)cc1 (configuration not stated),nt,?,-0.6%
Cc1ccc2sc(N(CCCN(C)C)C(=O)c3nc4ccccc4s3)nc2c1C,-19%,-17%,1.7%
CCOC(=O)C1CCN(C(=O)COC(=O)C2CCN(S(=O)(=O)c3ccc(C)c(C)c3)CC2)CC1,2%,0%,-0.4%
Cc1nnc(SC(C)C(=O)Nc2ccc(N3CCOCC3)cc2)n1Cc1ccccc1 (configuration not stated),-3%,5%,0.3%
CCN1CCN(c2nnc(-c3ccc(F)cc3)c3ccccc23)CC1,-30%,10%,6.7%

In another format: entries from further up.
mol	MCF10A rerep	EPAC2 antag	A549 tox	TGFb inhibitor	Nrf2 ARE act	HepG2 tox	ATXN2 expr inh	Nrf2 inh	S2 tox
CN(C)C(=O)N=NC(=O)N(C)C	-20%	-15%	1%	-21%	0.1%	-5%	3%	5%	i
CCN1CCN(c2nnc(-c3ccc(F)cc3)c3ccccc23)CC1	?	?	1%	14%	6.7%	-22%	-30%	10%	i

(listing goes on)
SMILES | MCF10A rerep | EPAC2 antag | A549 tox | TGFb inhibitor | Nrf2 ARE act | HepG2 tox | ATXN2 expr inh | Nrf2 inh | S2 tox
Cc1ccc2c(CN(Cc3ccccc3)Cc3ccccc3)cc(=O)oc2c1 | nt | ? | nt | ? | -0.4% | -32% | -1% | nt | i
c1n[nH]c(SCCCCSc2ncn[nH]2)n1 | -6% | -2% | -9% | -2% | -0.4% | 1% | 6% | 8% | i
O=c1cc(-c2ccc3c(c2)OCCO3)oc2ccc(Cl)cc12 | -5% | 8% | 1% | -3% | -0.7% | -1% | 82%[activator] | ? | i
CC(C)(C)c1ccc(COC(=O)CN2C(=O)NC3(CCCC3)C2=O)cc1 | 4% | -8% | -1% | 7% | -0.7% | -12% | -2% | 0% | i
CN(Cc1ccccc1)C(=O)c1csc([C@@H]2C[C@H](O)[C@@H](CO)O2)n1 | nt | 2% | nt | 1% | -1.1% | -10% | 8% | nt | i
O=C(CSc1nnc(CNC(=O)c2cccs2)o1)NCc1ccc(F)cc1 | -2% | -1% | -5% | -5% | -0.7% | 12% | 10% | 2% | i
COC1=C(Nc2ccc(O)cc2)C(=O)c2ccccc2C1=O | ? | -19% | ? | ? | -0.2% | -84% | -17% | 23µM* | ?
CCc1nn(C)c(-c2n[nH]c(=S)n2N)c1Cl | -18% | 0% | -19% | -15% | -0.5% | 0% | 0% | -15% | i
COc1cc(F)ccc1-c1csc(C(O)c2ccc(F)c(F)c2)n1 (configuration not stated) | nt | -19% | nt | ? | 0.7%[9.22 µM] | -43% | -19% | nt | ?
CCOC(=O)C1CCN(C(=O)c2nn(-c3ccc(OC)cc3)c(=O)c3c2c2ccccc2n3C)CC1 | nt | nt | -1% | 0% | 6.1% | -14% | 4% | ? | i
COc1cccc(NC(=O)CN2C(=O)NC(C)(CCC(C)C)C2=O)c1 (configuration not stated) | -17% | -9% | 1% | -14% | 0.5% | -6% | -13% | -5% | i
CC(=O)NCC1(c2ccccc2)CCN(CCCC(=O)c2ccc(F)cc2)CC1 | nt | 0% | nt | 1% | 0.0% | -7% | nt | nt | i
Cc1ccc(S(=O)(=O)NC23CC4CC(CC(C4)C2)C3)cc1 | 2% | -16% | 1% | -55% | -0.8% | -20% | nt | -15% | nt

Screening results deposited in PubChem BioAssay by National Center for Advancing Translational Sciences (NCATS).

These rows are one share of the data. The share of hits here may be higher or lower than overall.
